NCF1 inh = p47phox (human) inhibition | P14598 | p47phox/p22phox peptide binding, fluorescence polarization, 2 h | inhibition, % at 24.7 µM | actives 0.53% (n = 220,000) | AID 1274;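 active = inhibition above about 30%, limit read from the data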;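 note: 0% = p47phox with labelled peptide and 100% = labelled peptide alone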
Target sequence (P14598 whole entry, looked up): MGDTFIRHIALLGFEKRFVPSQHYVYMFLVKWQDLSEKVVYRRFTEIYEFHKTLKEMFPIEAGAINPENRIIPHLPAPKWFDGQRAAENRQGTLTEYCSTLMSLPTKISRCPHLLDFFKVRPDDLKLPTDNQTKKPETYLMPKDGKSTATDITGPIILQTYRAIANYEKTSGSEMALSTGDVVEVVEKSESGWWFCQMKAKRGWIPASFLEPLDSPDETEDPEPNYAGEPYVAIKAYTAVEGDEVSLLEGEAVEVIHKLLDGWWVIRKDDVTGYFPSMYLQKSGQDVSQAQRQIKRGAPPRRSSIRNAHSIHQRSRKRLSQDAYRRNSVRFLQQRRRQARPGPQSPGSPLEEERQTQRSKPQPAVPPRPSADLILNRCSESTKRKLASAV
CHOP inhibitor = CHOP inhibition in unfolded protein response; CHO-K1 CHOP-promoter luciferase, tunicamycin-induced, 15-18 h; inhibition, % at 10 µM; actives 3.8% (n = 220,000);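 active = compounds that reduced the stress-induced luciferase reporter signal by more than about 70% of percent inhibition, limit read from the data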;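 note: 0% = tunicamycin plus vehicle and 100% = wells without tunicamycin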
The depositor's hits bear a star; nt = no result given; & = joins results of further samples. An excerpt; count on the stated rates, not on these rows.

SMILES	NCF1 inh	CHOP inhibitor
CCCn1cnc2c1c(=O)n(CCCCC(C)=O)c(=O)n2C	nt	-10
CN(C(=O)CCCOc1ccc2[nH]c(=O)ccc2c1)C1CCCCC1	nt	8
CCCCCCCCCCCCCCC[C@H](O)[C@H](N)CO	nt	-18
CC(=O)c1ccc(S(=O)(=O)NC(=O)NC2CCCCC2)cc1	nt	-18
CC(N)C1CCC(C(=O)Nc2ccncc2)CC1 (centres undefined)	nt	-6
O=C(c1ccc(F)cc1)C1CCN(CCn2c(=O)[nH]c3ccccc3c2=O)CC1	2	5&0
NC(=O)c1cccc(-c2cc(Nc3ccc(OC(F)(F)F)cc3)ncn2)c1	-11	11
C=C[C@@H]1CN2CCC1C[C@@H]2[C@@H](O)c1ccnc2ccc(OC)cc12 (some centres undefined)	-3	4
COc1cc2c(c(OC)c1OC)-c1c(cc3c(c1OC)OCO3)[C@@H](OC(C)=O)[C@H](C)[C@H](C)C2	-9	16

By substructure, the entries above with fluorine
SMILES	NCF1 inh	CHOP inhibitor
O=C(c1ccc(F)cc1)C1CCN(CCn2c(=O)[nH]c3ccccc3c2=O)CC1	2	5&0
NC(=O)c1cccc(-c2cc(Nc3ccc(OC(F)(F)F)cc3)ncn2)c1	-11	11

Compounds shown so far with an NH in an aromatic ring, in the order listed:
SMILES	NCF1 inh	CHOP inhibitor
CN(C(=O)CCCOc1ccc2[nH]c(=O)ccc2c1)C1CCCCC1	nt	8
O=C(c1ccc(F)cc1)C1CCN(CCn2c(=O)[nH]c3ccccc3c2=O)CC1	2	5&0
